ALOX12 inh: Primary qHTS assay for inhibitors of human arachidonate 12S-lipoxygenase (ALOX12): Round 2. Polyunsaturated fatty acid lipoxygenase ALOX12 (Homo sapiens), P18054. purified 12hLO, xylenol orange hydroperoxide absorbance. Potency, µM (doses to about 108 µM), without a hit: top-dose activity change, negative = inhibition, usual class: inhibitors. 580,000 tested, 1.1% active; also: potency is read from the fitted curve at half-maximal effect; % is scaled to controls: 0 for no effect and ±100 for the full control effect
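Purified human 12hLO at 150 nM in 25 mM Hepes, 0.01% Triton X-100, pH 7.0, preincubated 15 min at room temperature with compound. Reaction started with 40 uM arachidonic acid, 30 min at room temperature. Hydroperoxide measured by Fe-xylenol orange, 573/405 nm absorbance ratio.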
HP1b binding inh: HTS for Inhibitors of HP1-beta Chromodomain Interactions with Methylated Histone Tails; AID 540317, 2011; Potency, µM (doses to about 114 µM), for the others: at the highest dose activity change, negative = inhibition, actives largely listed as inhibitors; 390,000 tested, 0.56% active; Chromobox protein homolog 1 (Homo sapiens), P83916; AlphaScreen HP1-beta / biotin-H3K9me3 peptide binding; also: potency is read from the fitted curve at half-maximal effect; nearly all actives have a fitted effect of over 70% in size; inactives centre near 23
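HP1-beta protein (50 nM final) preincubated 30 min at room temperature with biotinylated H3(1-18)K9me3 peptide (50 nM) in PBS pH 7.4, 0.01% Tween-20, then compound added for 30 min. AlphaScreen streptavidin donor/nickel chelate acceptor beads (10 ug/mL final), 30 min dark, luminescence read.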
PI4K2A block: qHTS for small molecular inhibitors of PI4K2A; Phosphatidylinositol 4-kinase type 2-alpha (Homo sapiens), Q9BTU6; AID 1346378, 2018; purified PI4K2A, ADP-Glo luminescence, 1 h; stronger effect = lower value; 420,000 tested, 0.13% active; activity change, negative = inhibition, % at 76.9 µM; in the data active = activity change below about -50%; inconclusive = mostly about -30% to -49%;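 also: -100% = wells without enzyme as full effect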
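In this quantitative HTS, ADP production by PI4K2A was quantified luminescently after 1 h at ambient temperature; 100 microM adenosine served as plate-quality control.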
G9a inh: qHTS Assay for Inhibitors of Histone Lysine Methyltransferase G9a; Potency, µM (top dose mostly 102 µM), for inactives: at the top dose activity, negative = inhibition, most hits filed as inhibitors; Histone-lysine N-methyltransferase EHMT2 (Homo sapiens), Q96KQ7; 350,000 tested, 8.8% active; G9a H3K9 monomethylation, AlphaScreen, 2 h; AID 504332, 2011; also: potency is read from the fitted curve at half-maximal effect; % is scaled to controls: 0 for no effect and ±100 for the full control effect; nearly all actives have a fitted effect of over 75% in size
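G9a (20 nM) preincubated 15 min RT with compounds, then 500 nM biotinylated H3K9 peptide and 20 uM SAM added; 2 h RT reaction. Monomethyl-H3K9 product detected by AlphaScreen with anti-H3K9me1 antibody, streptavidin donor and anti-rabbit IgG acceptor beads.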
GLS inh: qHTS for Inhibitors of Glutaminase (GLS). Potency, µM (highest dose often 45.5 µM), without a hit: at the top dose activity change, negative = inhibition, most hits filed as inhibitors. GLS enzymatic activity, qHTS titration. Glutaminase kidney isoform, mitochondrial (Homo sapiens), O94925. 410,000 tested, 0.21% active; also: potency is read from the fitted curve at half-maximal effect; % is scaled to controls: 0 for no effect and ±100 for the full control effect
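Glutamate formation by hKGA was monitored fluorometrically using coupled glutamate oxidase, HRP and Amplex Red. Substrate was added as 1 mM L-glutamine solution; incubation was 30 min at RT after an initial read.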
BAZ2B inh: qHTS Assay for Inhibitors of BAZ2B. Bromodomain adjacent to zinc finger domain protein 2B (Homo sapiens), Q9UIF8. Potency, µM (top dose mostly 114 µM), for inactives: at the top dose activity change, negative = inhibition, hits mostly inhibitors. AlphaScreen BAZ2B-H3K14Ac peptide displacement. AID 504333, 2011. 360,000 tested, 4.4% active; also: potency is read from the fitted curve at half-maximal effect; % is scaled to controls: 0 for no effect and ±100 for the full control effect; nearly all actives have a fitted effect of over 60% in size
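BAZ2B (50 nM) with biotin-H3(5-23)K14Ac peptide (50 nM) in PBS pH 7.4, 0.01% Tween-20, preformed 30 min, then compound 30 min at room temperature; top concentration 110uM. AlphaScreen streptavidin donor/nickel chelate acceptor beads (10 ug/mL final), 20 min dark, signal read.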
JMJD2A Tudor: qHTS Assay for Inhibitors of JMJD2A-Tudor Domain. 390,000 tested, 4.4% active. Lysine-specific demethylase 4A (Homo sapiens), O75164. Potency, µM (doses to about 114 µM), for the others: top-dose activity change, negative = inhibition, hits mostly inhibitors. AlphaScreen JMJD2A-Tudor / H3K4me3 peptide binding; also: potency is read from the fitted curve at half-maximal effect; % is scaled to controls: 0 for no effect and ±100 for the full control effect; nearly all actives have a fitted effect of over 50% in size
RGS4 inhibitor: Inhibitors of Regulator of G Protein Signaling (RGS) 4: qHTS; Regulator of G-protein signaling 4 (Homo sapiens), P49798; Potency, µM (doses to about 114 µM), for inactives: at the highest dose activity change, negative = inhibition, usual class: inhibitors; 390,000 tested, 0.039% active; AID 504845, 2011; Transcreener GDP fluorescence polarization, RGS4-accelerated GTP hydrolysis; also: potency is read from the fitted curve at half-maximal effect; % is scaled to controls: 0 for no effect and ±100 for the full control effect; nearly all actives have a fitted effect of over 75% in size; some results filed as inactive show a strong effect at the top dose
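MLSMR compounds (23 nl, pin-transferred) preincubated 10 min at room temperature with a 500nM (2x) first reagent, then RGS4 at 900nM (2x) plus Transcreener GDP mix added; fluorescence polarization (620/688 nm) read before and after 90 min at 30 °C.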
ERG Ets-DNA blk: qHTS for Small Molecule Inhibitors of the ERG Ets/DNA interaction; fluorescence polarization, His-ERG Ets domain / labelled DNA; 370,000 tested, 0.028% active; Transcriptional regulator ERG (Homo sapiens), P11308; Potency, µM (top dose mostly 76.9 µM), for the others: top-dose FP activity, negative = inhibition, usual class: inhibitors; active = well fitted inhibition curve with a large enough effect in the polarisation, with a control signal flat; inconclusive = small, poorly fitted or top-dose-only effect, or effect the other way, or a change in a side signal; inactive = no such curve, though single readings can be large or run the other way; the % refers to the polarisation;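 also: polarization taken with two DNA probes labelled with fluorescein and Texas red; potency is read from the fitted curve at half-maximal effect; % of control where 0% means no effect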
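His-tagged ERG Ets domain (1 uM in the protein solution; 300mM KCl, 50mM Tris-HCl, 1mM EDTA, 1mM DTT, pH 7.5) received compound, then a probe mix of 5 nM fluorescein-DNA and 100nM Texas-615-DNA. Fluorescence polarization was read for both dyes.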
Starred values were filed as active, the others as inactive; ? = inconclusive; . = not tested or not shown; [ ] = another dose, or the depositor's remark. Unless noted, calls follow the shape of the dose curve; as a rule, active = well fitted curve in the direction sought with a large enough effect; inconclusive = small, poorly fitted or top-dose-only effect, or another doubt; inactive = no such curve, though single readings can be large; an effect the other way counts as inactive or inconclusive. Not all compounds are listed, so the mix of outcomes need not match the whole.

ALOX12 inh,HP1b binding inh,PI4K2A block,G9a inh,GLS inh,BAZ2B inh,JMJD2A Tudor,RGS4 inhibitor,ERG Ets-DNA blk,structure
?,2.9%,3.7,?,8.9%,-11.8%,-24.3%,10.0%,16.2%,C=CCOC(=O)C1=C[C@@H](C2CCCCC2)C[C@@H](OCc2ccc(CO)cc2)O1
?,16.1%,-4.0,-30.8%,6.9%,-1.4%,-10.5%,9.0%,-6.5%,CCC(C)[C@H](NC(=O)NCc1cccs1)C(=O)O (stereo partly drawn)
24.8%,30.3%,-1.1,8.5%[59 µM],2.6%,-4.6%,-5.1%,-11.6%,-11.7%,CCOC(=O)c1cnn(-c2ccc(C(F)(F)F)cn2)c1N
0.0%,24.7%,1.3,.,?,.,2.7%,-25.3%,-12.3%,CN(C)Cc1cn(CCC(=O)O)c2ccccc12
-2.0%,-12.1%,-2.8,-5.4%,3.1%,-4.5%,-5.3%,8.5%,-2.6%,O=C(CN(CC1CCCO1)C(=O)CNS(=O)(=O)c1ccc(F)cc1)NC1CCCC1 (stereo not drawn)
-9.9%,12.4%,-7.3,8.7%,0.2%,0.3%,-34.5%,-9.1%,5.5%,CCCCOC(=O)N/N=C/C=C/c1ccccc1
9.4%,20.9%,-3.2,21.9%[59 µM],-4.2%,-30.5%,-14.7%,-2.9%,-4.7%,O=C(Cc1cccs1)N=Nc1c(O)[nH]c2ccccc12
5.2%,31.3%,-2.4,9.9%,1.1%,5.1%,-6.5%,-10.1%,3.4%,CC(C)NC(=O)CSc1nc(-c2ccccc2)cs1
?,5.0%,-4.4,35.5µM*,-0.2%,6.1%,-19.2%,0.2%,0.9%,CC(Oc1ccc(Br)cc1)C(=O)Nc1ccc(S(=O)(=O)N(C)C2CCN(C)CC2)cc1 (stereo not drawn)
?,?,-4.6,.,-9.5%,.,44.7µM*,4.7%,10.1%,COc1ccccc1C=NN1CCCCCC1
5.0%,25.6%,9.8,?,1.0%,-1.4%,-16.9%,3.3%,-1.3%,O=C(CCCCn1c(=O)[nH]c2ccsc2c1=O)NCC1CCCO1 (stereo not drawn)
?,44.3%[activator],2.8,-19.5%,4.7%,3.6%,7.0%,15.6%,-5.6%,Cc1ccc2c(CN3CCCCC3)cc(=O)oc2c1C
-12.9%,8.3%,4.1,-2.3%,-6.3%,-34.2%,-8.3%,-2.4%,?,COC(=O)c1cc(-c2ccc(Cl)cc2)n(-c2ccc(S(N)(=O)=O)cc2)n1
-7.2%,36.3%,-0.8,10.1%,3.1%,4.2%,1.7%,14.5%,-5.6%,CCOC(=O)C1(CC2CCCCO2)CCN(Cc2nc3ccccc3[nH]2)CC1 (stereo not drawn)
-5.1%,29.6%,3.7,-1.1%,2.5%,-17.5%,-13.2%,-3.6%,-3.7%,Cc1ccc(OCCn2c3ccccc3n3nc(C)c(=O)nc23)cc1
?,18.8%,-4.2,.,0.9%,50.1µM*,?,-37.6%,-7.7%,CCC(c1nnnn1CCOC)N1CCN(C(=O)c2ccco2)CC1 (stereo not drawn)
1.3%,23.2%,-0.2,.,14.5%,-8.5%,-8.3%,-1.9%,2.1%,O=C(Nc1cccc(-n2cnnn2)c1)c1cc(Cl)nc(Cl)c1
13.1%,20.5%,1.9,.,-3.1%,110.6%[activator],-19.1%,-11.3%,7.0%,CN(CCc1ccccc1)C(=O)c1cc(COc2cccc(C(F)(F)F)c2)on1
27.6%,45.6%[activator],7.7,-3.3%[12.7 µM],1.6%,11.2%,9.4%[57.1 µM],2.6%[11.4 µM],-3.7%,O=C(Cn1cnc2ccccc2c1=O)N1CCN(Cc2ccccc2)CC1
-22.7%,20.1%,1.5,14.4%[59 µM],3.7%,13.4%,-16.0%[57.1 µM],7.9%,3.3%,COc1ccc(OCC(=O)Nn2c(-c3ccc(OC)cc3)nc3ccccc3c2=O)cc1
22.6%,17.2%,3.2,25.6%,1.0%,5.9%,-21.3%,17.5%,0.1%,CCN(CC)c1nc(-c2ccccn2)nc(-c2ccccc2)c1C#N
7.8%,33.8%,-3.3,-4.3%[12.7 µM],26.9%,1.4%,-11.8%,7.6%,1.1%,CN(C)Cc1c(O)ccc2c3c(c(=O)oc12)CCCCC3
?,29.1%,2.6,16.3%[12.7 µM],-21.6%,15.9%,?,-61.4%[11.4 µM],-6.4%,Cc1ccc(SCc2nc(-c3ccncc3)no2)cc1
-6.9%,39.1%[activator],-1.2,.,-2.3%,.,-8.3%,-14.4%,-6.4%,COc1ccc(-c2cn3c(C)c(C(=O)NCc4ccc5c(c4)OCO5)sc3n2)cc1
127.0%[activator],2.3%,1.3,-19.7%,11.8%,-28.7%,-30.4%,-2.5%,-2.5%,Nc1nnc(CC(=O)N/N=C/c2ccc(-c3ccc(F)cc3)o2)s1
-8.4%,16.9%,6.8,2.1%[59 µM],-5.6%,0.0%,-20.5%,-11.1%,1.5%,CCn1cc2nc(SCc3cccc(C)c3)n(CCc3ccccc3)c(=O)c2n1
10.5%,34.2%,4.6,8.7%,-4.7%,-14.0%,-16.6%,15.2%[56.9 µM],4.8%,O=C(CSc1nnc(NC(=O)c2c(F)cccc2F)s1)Nc1ccc(F)cc1
0.1%,26.2%,3.0,-18.7%,-2.3%,-15.0%,-14.1%,31.5%,-0.7%,CCn1nnnc1NCc1ccc(OCc2ccc(F)cc2Cl)c(OC)c1
-3.8%,15.3%,-3.7,8.1%,0.0%,2.7%,-14.4%,-41.6%,9.1%,COc1ccc(/C=C2\Oc3cc(OC(=O)N4CCOCC4)ccc3C2=O)c(OC)c1
-6.1%,56.6%[activator],-2.7,10.4%,?,-0.8%,-11.4%,-13.0%,-3.3%,COCCCNC(=O)CSc1nc2c(sc(=S)n2-c2cc(Cl)ccc2OC)c(=O)[nH]1
223.8%[activator],45.8%[activator],1.1,23.8%,-1.4%,-10.1%,-9.0%,-27.5%,3.6%,O=C(NC(=S)Nc1ccc(F)cc1)C1CCCCC1
-17.1%,21.7%,-4.4,10.2%[59 µM],-0.8%,3.8%,-10.9%,17.0%,3.2%,CCOc1ccc(CCNC(=O)Cn2ncc3c([nH]c4ccccc43)c2=O)cc1OCC
-14.7%,9.7%,0.0,21.2%[2.33 µM],0.3%,-8.2%,-34.0%,3.1%,-0.1%,COC(=O)[C@@]12CCCCN1[C@H](c1ccc(-c3ccc(OC)cc3)c(OC)c1)[C@@H]1C(=O)N(C)C(=O)[C@@H]12
-16.1%,18.0%,1.6,-38.4%[59 µM],3.5%,-9.5%,-7.9%,-2.8%,-4.1%,Cc1cc(N2CCN(c3cc(Cl)ccc3C)CC2)n2nc(-c3ccccc3)nc2n1
0.0%,27.8%,-7.8,?,0.0%,2.3%,4.0%,-24.4%,-3.7%,COc1cc(C(=O)N2CCN(C(=O)Cc3ccccc3)CC2)cc(OC)c1OC
?,13.7%,-7.4,6.7%[59 µM],-1.3%,0.7%,-1.6%,-25.1%,4.2%,COc1cc(OC)c(NC(=O)c2nc(-c3ccncc3)no2)cc1Cl
?,5.3%,1.9,50.1µM*,-4.9%,-26.2%,-20.7%,-13.4%,20.8%,Cc1cc(C)c(-c2csc(NC(=O)CCCc3nc4ccccc4c(=O)[nH]3)n2)c(C)c1
-5.0%,4.8%,3.9,0.9%[59 µM],-5.7%,-0.2%,-17.9%,-1.6%,3.7%,Cc1ccc(C(=O)N2CCN(c3ccccn3)CC2)cc1C
-7.5%,16.4%,1.3,-3.1%[59 µM],11.8%,-2.5%,-12.4%,19.2%,-6.7%,CCOc1ccc(NC(=O)c2ccc(-c3nc(COc4ccccc4)c(C)o3)cc2)cc1
0.0%,44.6%[activator],-1.2,10.3%,0.2%,?,5.3%,6.9%,-0.3%,COc1cc(OC)cc(C(=O)N2CCN(C(=O)c3cccnc3)CC2)c1
?,17.3%,-2.0,?,6.9%,?,-11.1%,?,-1.5%,O=C(Nc1cccc(-c2nc3ncccc3o2)c1)c1ccc(-c2cccc(Cl)c2Cl)o1
-22.3%,25.7%,0.6,8.8%,-4.5%,-20.8%,-11.9%,2.0%,-3.0%,O=C(CSc1n[nH]c(-c2cccnc2)n1)Nc1ccccc1[N+](=O)[O-]
0.0%,0.7%,2.9,6.8%[12.7 µM],-1.1%,7.0%,16.9%,-11.6%,-1.2%,CN(C)S(=O)(=O)c1ccc(N2CCCC2)c(C(=O)NCc2cccc(C(F)(F)F)c2)c1

Bioassay records (PubChem BioAssay)
